# Compound activity from PubChem BioAssay.
# Statin myotox sup = suppressors of simvastatin-induced myotoxicity in C2C12 myotubes; ATP luminescence, 48 h; scaled: DMSO 0, geranylgeraniol control 100; rescue of ATP level, % at 7.49 µM; hit rate 0.78% among 330,000;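 active = mean ATP rescue above about 67%, or every replicate alone reaching that limit, limit read from the data, passing the limit was not always enough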;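 also: myotubes were challenged with 10 µM simvastatin during compound exposure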
# PglD DTNB = inhibitors of Campylobacter jejuni PglD acetyltransferase. purified PglD enzyme, DTNB colorimetric CoA detection. inhibition, % at 12.5 µM. hit rate 0.098% among 360,000; in the data active = inhibition above about 16%, passing the limit was not always enough; also: strong numbers were not always called active
# * marks the source's active call; other numbers are inactive results. These rows are one share of the data, so the mix of outcomes need not match the whole.
SMILES | Statin myotox sup | PglD DTNB
CC(C)C(=O)c1cc2c(cc1NC(=O)c1ccccc1)OCCO2 | -4 | 3
O=C(Nc1ccnc(-c2cccnc2)n1)c1ccc(Cl)cc1 | 14 | -6
CCCc1cc(=O)[nH]c(SCC(=O)N(C)C2CCS(=O)(=O)C2)n1 (stereo unspecified) | -10 | 0
Cc1occc1C(=O)NNC(=O)Cc1ccccc1 | -19 | 3
Nc1c(-c2cccs2)cnn1-c1nc(-c2ccc(F)cc2)cs1 | -19 | 1
CCC(=O)N[C@@H]1CC(C(C)(C)NC(=O)CC)CC=C1C (stereo partly specified) | 2 | 7
CC1=C(C(=O)OCCOC(C)C)C(c2cc3c(cc2Br)OCO3)C2=C(CCCC2=O)N1 (stereo unspecified) | -38 | 1
CCOC(=O)N1CCC(NS(=O)(=O)c2cc(Br)cc3c2N(C(=O)CC)CC3)CC1 | 2 | 3
CCCCOC(=O)c1c(C)oc2ccc(NS(=O)(=O)c3ccc4c5c(cccc35)C(=O)N4)cc12 | -5 | -4
CCCCOC(=O)c1cccc(NC(=O)CCC(=O)O)c1 | -7 | 0
O=C(NC(=S)NNC(=O)c1ccccc1[N+](=O)[O-])c1ccccc1 | -15 | 7
c1ccc2c(Cn3nnc4ccccc43)cccc2c1 | -6 | -2
COc1cc(-c2nnc(COc3ccc(Cl)cc3C)o2)cc(OC)c1OC | -11 | 1
CCOC(=O)CCCNC(=O)CN1C(=O)NC2(CCCCCC2)C1=O | -15 | -1
COc1ccc(S(=O)(=O)N2CCC(C(=O)Nc3ccc4c(c3)OCCO4)CC2)cc1OC | 5 | -3
CCCCN(CC)CCCNC(=O)CS(=O)(=O)Cc1nc(-c2cccc(OC)c2)oc1C | 2 | 2
COc1ccc(CCNC(=O)C2CCN(S(=O)(=O)c3ccc(OC)c(OC)c3)CC2)cc1 | -14 | 4
COc1ccc(C(OC(=O)c2ccco2)C(=O)NCc2ccco2)cc1 (stereo unspecified) | 8 | 2
O=C1/C(=C\c2cccnc2)CCc2ccccc21 | 7 | 4
Cc1nc(SCC(=O)NCc2ccco2)c2oc3ccccc3c2n1 | -5 | -4
O=C(c1ccco1)N1CCN(CC(O)Cn2c3ccccc3c3ccccc32)CC1 (stereo unspecified) | -15 | -3
O=C(Nc1ccc(S(=O)(=O)Nc2ncccn2)cc1)c1ccco1 | 8 | 4
COc1cc(OC)cc(-c2nc3nc(C)c(CCC(=O)NCc4ccco4)c(C)n3n2)c1 | -2 | -4
COC(=O)C(/C=N/OCc1ccc([N+](=O)[O-])cc1)NC(=O)c1cccc(Cl)c1 (stereo unspecified) | -6 | 4
CNS(=O)(=O)c1cc(OC)ccc1OC | 2 | 7
c1ccc(C(c2nnnn2Cc2ccco2)N2CCN(c3nc4ccccc4s3)CC2)cc1 (stereo unspecified) | 29 | 6
O=C(Cn1cc(C(=O)COc2ccccc2)c2ccccc21)NCc1ccco1 | -9 | 4
Cc1nn(-c2ccccc2)c(C)c1/C=N/NC(=O)c1cc(-c2ccc(Cl)s2)[nH]n1 | -16 | -4
CC1CCc2nc(NC(=O)c3ccc(S(=O)(=O)N4CCCc5ccccc54)cc3)sc2C1 (stereo unspecified) | -12 | 2
Cc1cc(=S)cc(C)n1CCCO | 3 | 6
Cc1nonc1NCn1nnc2ccccc21 | 6 | -7
CN(C)S(=O)(=O)c1cccc(N=c2scc(-c3ccc4c(c3)NC(=O)CO4)n2CC2CCCO2)c1 (stereo unspecified) | -22 | -9
COc1ccc(N=C2S/C(=C\c3ccc(N4CCOCC4)o3)C(=O)N2CCc2c[nH]c3ccccc23)cc1 | -327 | -5
CCn1c(CNc2ccc(F)cc2)nnc1SCC(=O)Nc1ccccc1OC | 54 | 3
CC(C)CCOC(=O)C1[C@H]2C(=O)N(Cc3cccs3)C[C@]23C=C[C@H]1O3 (stereo partly specified) | -4 | 4
Cc1csc(NC(=O)CN2C(=O)C3CC=CCC3C2=O)n1 (stereo unspecified) | 3 | 3
CC(C)(C)C1CCC2(CC1)C(C#N)=C(SCC(=O)Nc1ccccc1)NC(=O)C2C#N (stereo unspecified) | -149 | 2
COc1c(F)c(F)c(C(=O)O)c(Nc2ccccc2)c1F | 14 | 0
COCC(C)n1c(C)cc(C(=O)CSc2nnc(Nc3ccccc3F)s2)c1C (stereo unspecified) | -23 | -8
CCN(CC)C(=O)COC(=O)c1cc(-c2ccc(OC)cc2)nc2ccccc12 | 3 | 6

# 6 entries from above, sorted by count of non-hydrogen atoms, falling.
SMILES | Statin myotox sup | PglD DTNB
COc1ccc(S(=O)(=O)N2CCC(C(=O)Nc3ccc4c(c3)OCCO4)CC2)cc1OC | 5 | -3
COCC(C)n1c(C)cc(C(=O)CSc2nnc(Nc3ccccc3F)s2)c1C (stereo unspecified) | -23 | -8
CCOC(=O)CCCNC(=O)CN1C(=O)NC2(CCCCCC2)C1=O | -15 | -1
CCCc1cc(=O)[nH]c(SCC(=O)N(C)C2CCS(=O)(=O)C2)n1 (stereo unspecified) | -10 | 0
CCCCOC(=O)c1cccc(NC(=O)CCC(=O)O)c1 | -7 | 0
Cc1occc1C(=O)NNC(=O)Cc1ccccc1 | -19 | 3

# Next results.
SMILES | Statin myotox sup | PglD DTNB
Cc1noc(C)c1C(=O)Nc1sc(C)c(C)c1C#N | 22 | -7
O=C(CCCn1c(=S)[nH]c2cc3c(cc2c1=O)OCO3)N1CCN(C2CCCCC2)CC1 | 4 | 0
Cc1ccc2cccc(NC(=S)NC(=O)c3ccn(C)n3)c2n1 | -24 | 1
COc1ccc(N2CCN(C(=O)COc3ccc4c(C)c(C)c(=O)oc4c3C)CC2)cc1 | -3 | -5
Cc1ccc(NC(=O)Nc2ccccc2C(=O)NCc2ccccc2)cc1 | 1 | 6
NC(=S)N/N=C/c1ccc(-c2cc(Cl)cc(Cl)c2)o1 | 1 | 0
COc1ccc(N(CC(=O)NCc2ccco2)S(C)(=O)=O)cc1 | 3 | -2
CCN(c1ccccc1)S(=O)(=O)c1ccc(F)cc1 | 2 | -9
CCc1nc2c(n1O)CCc1nonc1-2 | 0 | 1
COc1ccc(Cl)cc1NC(=O)C1CCCO1 (stereo unspecified) | 0 | -6
CCCC(=O)Nc1cc(-c2nn(C)c(=O)c3ccccc23)ccc1N1CCOCC1 | -7 | -1
O=C(Nc1nccs1)c1ccc(Cl)c(S(=O)(=O)N2CCCCC2)c1 | -15 | 2
Cn1c(=O)cc(SCC(=O)NCCC2=CCCCC2)c2cc(Cl)ccc21 | 1 | -1
COc1ccc(-c2ccc(-c3nnc(-c4cc(OC)ccc4OC)o3)cc2)cc1 | 0 | 0
O=C(CSc1nc(-c2ccccc2)cs1)N1CCN(C(=O)c2ccco2)CC1 | -4 | -3
CC(C)OC(=O)c1ccc(NC(=O)C2C3CC4OC(=O)C2C4C3)cc1 (stereo unspecified) | -2 | -5
N=C1C(c2nc3ccccc3s2)=C(O)CN1Cc1ccccc1 | -149 | 4
O=C(CN1CCCCCC1=O)OCc1ncc(-c2ccccc2)o1 | -6 | 1
O=C(CSc1ncnc2c1nnn2-c1ccc(F)cc1)NCC1CCCO1 (stereo unspecified) | 16 | 7
c1ccc(-n2nnnc2-c2cnc(-c3cccnc3)nc2-c2cccs2)cc1 | 3 | 0
CCOC(=O)N1CCN(Cc2nc(-c3ccc(C)cc3)no2)CC1 | 4 | -2
COC(=O)COn1c(-n2nc(C)cc2C)nc2ccccc2c1=O | -38 | -3
C[C@@H]1NC(=O)c2cc([N+](=O)[O-])cc(I)c2OCC[C@@H](C(N)=O)NC(=O)[C@H](CCCCN)NC1=O | 11 | -9
CCN(CC)c1ccc(NC(=O)CN2CCN(S(=O)(=O)c3cc(Cl)ccc3OC)CC2)cc1 | -30 | 5
CC(C)NC(=O)c1ccccc1NC(=O)c1ccccc1N(C)S(C)(=O)=O | 22 | -6
COc1ccc(C2CC(=O)Nc3ccccc3S2(=O)=O)cc1OC (stereo unspecified) | 0 | -6
C/C(=N/NC(=O)c1cccs1)c1ccc(NC(=O)COc2ccc(Cl)cc2Cl)cc1 | -62 | 21*
Cn1cc(CN2CCN(c3ccccc3)CC2)c2ccccc21 | -8 | -5
Cc1nnc(SCCN2CCOCC2)n1C | 4 | 2
CCN(CC)CCNC(=O)c1ccc2c(c1)ncn2C1CCCCC1 | 0 | -7
COc1ccc(NC(=O)CNS(=O)(=O)c2cccs2)c(OC)c1 | 8 | 0
Cc1cc(OC(=O)c2ccccc2Br)cc(=O)n1C | 3 | 9
O=C(O)CC(c1cccc2ccccc12)n1cccc1 (stereo unspecified) | 9 | 0
CCN(C(=O)COC(=O)c1cnc(C)cn1)C1CCCCC1 | 135* | -2
O=S(=O)(c1cccc(-c2nnc(SCc3nc4ccccc4s3)o2)c1)N1CCOCC1 | 33 | -10
c1coc(-c2nc3c4c5c(sc4ncn3n2)CCCC5)c1 | 2 | 6
O=C(Nc1ccc2oc(-c3ccc(Cl)c(Cl)c3)nc2c1)c1ncn[nH]1 | -28 | -4
COc1ccc(NC(=O)CCN2CCN(S(=O)(=O)c3cc(Cl)ccc3Cl)CC2)cc1 | 0 | 5
COc1cc(C(=O)OCC(=O)c2c[nH]c3ccccc23)ccc1OCC(=O)N1CCOCC1 | 6 | 1
COc1ccc(C2CC(=O)c3c(C)nc(N4CCN(c5ccccc5)CC4)nc3C2)cc1 (stereo unspecified) | 13 | -7
COC(=O)[C@H](Cc1ccccc1)NC(=O)Nc1ccc(C)cc1 | 3 | -2
CCC(C(=O)OCC(=O)Nc1c(C)n(C)n(-c2ccccc2)c1=O)c1ccccc1 (stereo unspecified) | 14 | -2
CC(Sc1nc2ccccc2c(=O)n1C)C(=O)NC1CCCCC1C (stereo unspecified) | -18 | 1
Cc1nnc(SCC(=O)NCc2ccco2)n1-c1ccc(F)cc1 | 2 | 3
CCOc1ccc(S(=O)(=O)Nc2ccccc2SC)c2cccnc12 | 12 | -3
CSC(=NC#N)N1CCN(c2cccc(Cl)c2)CC1 | 14 | -4
CN/S(=N/S(=O)(=O)c1ccccc1)c1ccc(C)cc1 (stereo unspecified) | 17 | -8
CCOc1cc(CNc2ccc(N(C)C)cc2)cc(Br)c1OCC(=O)NC(C)(C)C | 51 | -4
COc1cc2c(cc1NC(=O)CC1SC(N3CCCC3)=NC1=O)oc1ccccc12 (stereo unspecified) | 4 | 5
CCCCC(=O)c1c(C)cc(C)[nH]c1=O | 4 | 1
Cc1oc(CC(C)C)cc1C(=O)Nc1cccc2ccccc12 | 30 | -7
C/C=C/c1ccc(OCCCN2C(=O)NC(C)(C)C2=O)c(OC)c1 | -39 | 1
COc1cc2c(cc1O)C(SC)=NC(C)(C)C2 | 7 | -3
O=C(NCCN1CCOCC1)c1cc2sccc2n1Cc1ccc(F)cc1 | -18 | -8
COc1ccccc1-n1c(SCC(=O)Nc2ccccc2C)nc(O)cc1=O | -1 | -3
O=C(Nc1ccc(Cl)cc1)Nc1ccccc1C(=O)NCc1ccco1 | -28 | 2
O=C(O)c1cnn2c(C(F)F)cc(C(F)F)nc12 | -7 | 14
CC(=O)N1c2ccccc2NC(=O)C1(C)C | -4 | -1
CC1CC(C)CN(C(=O)c2ccccc2Nc2ccc(SC(F)F)cc2)C1 (stereo unspecified) | -1 | 1
Cc1ccccc1N1C(=O)C2ON(c3ccccc3)C(c3cccnc3)C2C1=O (stereo unspecified) | 8 | -4

# Compound profiles, from the list above:
# O=C(Cn1cc(C(=O)COc2ccccc2)c2ccccc21)NCc1ccco1 reads Statin myotox sup: -9; PglD DTNB: 4
# CC(C)NC(=O)c1ccccc1NC(=O)c1ccccc1N(C)S(C)(=O)=O reads Statin myotox sup: 22; PglD DTNB: -6
# O=C(CSc1nc(-c2ccccc2)cs1)N1CCN(C(=O)c2ccco2)CC1 reads Statin myotox sup: -4; PglD DTNB: -3

# (more compounds)
SMILES | Statin myotox sup | PglD DTNB
CCCC(=O)N1c2ccc(-c3csc(N)n3)cc2CC1C (stereo unspecified) | -11 | 9
NC(=O)c1ccc(C(F)(F)F)n(Cc2ccccc2Cl)c1=O | -14 | -5
CCCN1C(=O)c2ccccc2NC1c1ccc(OC)cc1O (stereo unspecified) | 13 | -3
CCOc1cc(CNC(C)(C)CO)cc(Br)c1OCc1ccc(Cl)cc1Cl | 21 | 5
COc1ccc(OC)c(NC(=O)Nc2cccc3ccccc23)c1 | -30 | -4
CCOC(=O)C1CCCN(Cc2cc(Br)c(OC)cc2OC)C1 (stereo unspecified) | -12 | 0
COc1ccc(CN(CC(=O)NCC2CCCO2)C(=O)CNS(=O)(=O)c2ccc(C)cc2)cc1 (stereo unspecified) | -3 | 3
COc1ccc(NC(=O)CSc2nnc(-c3ccc(C)cc3)n2N)cc1 | -1 | 3
Nc1nc(CSc2nnnn2-c2ccccc2)nc(N2CCCc3ccccc32)n1 | 115* | 1
Cc1cccc(C(=O)NCCN(C)C)c1 | -1 | 2
CCCCC(=O)Nc1cccc(-c2nn3c(C)nnc3s2)c1 | 6 | -3
COC1Cc2ccccc2N(C(=O)N2CCN(CCO)CC2)c2ccccc21 (stereo unspecified) | -29 | 1
Cc1ccc2cc(C#N)c(NCCNC(=O)C3CC3)nc2c1C | 5 | -15
O=C1NCCCN1Cc1ccc(F)cc1Cl | 5 | 5
